# Screening results: PubChem, NCI
# Growth percent in the NCI-60 one-dose screen (48 h, 10 µM unless noted): 100 = growth as untreated, 0 = no growth, -100 = all killed.
# COLO 205: COLO 205 colon cancer. 79,000 tested, 7.3% active
# NCI-H522: NCI-H522 lung cancer | AID 1794739 | 78,000 tested, 8% active
# NCI-H460: NCI-H460 lung cancer. AID 1794736. 82,000 tested, 6.8% active
# IGROV1: IGROV1 ovarian cancer; 79,000 tested, 4.7% active
# NCI-H23: NCI-H23 lung cancer. 80,000 tested, 4% active. AID 1794731
# NCI-H322M: NCI-H322M lung cancer | 80,000 tested, 2.7% active | AID 1794733
# KM12: KM12 colon cancer cells; 82,000 tested, 5% active
# NCI/ADR-RES: NCI/ADR-RES ovarian cells. 81,000 tested, 4.4% active
# NCI-H226: NCI-H226 lung cancer | 79,000 tested, 3.5% active
# Starred values were filed as active, the others as inactive; · = no result given; & = joins results of further samples; ! = not active in a repeat; [ ] = another dose, or the depositor's remark. How the source made its calls: active means growth percent below 10; inactive means the rest.
smiles,COLO 205,NCI-H522,NCI-H460,IGROV1,NCI-H23,NCI-H322M,KM12,NCI/ADR-RES,NCI-H226
CCn1cc(C(=O)O)c(=O)c2cnc(N3CCCC3)nc21,111,101,110,103,105,97,108,102,95
O=C(Nc1ccc(-c2n[nH]c(=S)o2)cc1)C1CSC(c2ccccc2)N1 (stereo not drawn),114,96,109,105,97,108,106,102,109
N#Cc1c(Cl)nc(SCc2ccc([N+](=O)[O-])cc2)nc1-c1ccc(Cl)cc1,109,98,105,104,103,101,103,107,98
c1ccc(/C(=N\N=C(/c2ccccc2)c2cccs2)c2cccs2)cc1,99,83,105,105,97,83,97,102,89
C1COCC(CC2COCCN2)N1 (stereo not drawn),130,97,100,99,103,100,107,107,102
Cc1ccc(CN(C)C)o1,86,57,105,109,102,106,100,105,91
CCCCN(CCCC)CCCO,105,·,109,125,104,136,104,105,104
Cc1ccc(C(=O)c2ccc(CC(=O)NNC(=O)Nc3c(C)cccc3Cl)n2C)cc1,110,91,101,89,96,106,103,102,96
O=C1C=CC(=Nc2ccc3c(c2)Cc2ccccc2-3)O1,92,82,110,88,110,96,110,105,89
COC(=O)[C@@H](Cc1ccc(O)cc1)n1cc(COC(=O)c2cccc3c(=O)c4ccccc4[nH]c23)nn1,108,84,97,94,81,90,98,92,94
CCCC(=O)OC(C)COc1ccccc1C(C)CC (stereo not drawn),109,69,108,117,99,112,98,103,100
COc1ccc2cc(C(C)C(=O)Nc3ccc(C(=O)Nc4ccc(S(=O)(=O)Nc5ncccn5)cc4)cc3)ccc2c1 (stereo not drawn),88,99,97,92,100,139,101,102,109
O=C(Nc1nc2ccc(OC(F)(F)F)cc2s1)Nc1c(F)cccc1F,103,52,85,100,73,94,89,84,98
CC(=O)c1ccc(-n2c(Sc3nc(-c4ccccc4)c(C#N)c(=O)[nH]3)cn3c4c(=O)n(C)c(=O)n(C)c4nc23)cc1,100,90,101,91,90,99,101,98,88
COc1ccc(NCC(=O)Nc2ccccn2)cc1,98,78,105,87,98,99,83,95,97
CN(C)c1ccc(CN2CCCC3CC2c2cc(Cl)ccc23)cc1 (stereo not drawn),86,63,95,87,·,·,106,90,103
COc1ccc(CSc2nc3ccc(Cl)cc3c(=O)n2-c2ccc(Cl)cc2)cc1,105,·,101,102,101,107,103,105,·
O=C1C(Nc2ccc(S(=O)(=O)Nc3nccs3)cc2)=C(I)C(=O)c2ncccc21,121,88,106,100,88,106,110,96,99
O=C1NC(=O)C2C(=O)NC(=O)C1C21CCc2ccccc21 (stereo not drawn),125,97,115,109,92,106,105,100,88
c1cn(C23CC4CC(CC(C4)C2)C3)cn1,105,89,122,36,104,107,105,105,74
N#Cc1c(NC(=O)c2cccc(C(F)(F)F)c2F)sc2c1CCC(=O)C2,-8.8*,3.7*,9.1*,-0.7*,11,35,-43*,-3.6*,-24*
NS(=O)(=O)c1ccc(NCCC(=O)c2ccc3ccccc3c2)cc1,·,92,101,103,98,100,105,103,103
O=C(/C=C/c1ccc(I)cc1)c1c(O)ccc2ccccc12,106,78,100,113,93,103,87,91,82
O=C(O)CCN1CCOCC1,113,86,107,116,101,122,116,100,101
COc1ccc(C2CC(c3ccc(Nc4nc(NCCO)nc(NCCO)n4)cc3)=NN2c2ccc(Cl)cc2)cc1 (stereo not drawn),80,70,62,99,85,67,64,90,100
C=C(C)[C@@H]1CCC=C2CC[C@]3(C)[C@H](CC[C@@H]4[C@@]5(C)CCCNC(C)(C)[C@@H]5CC[C@]43C)[C@H]21,-44*,67,-25*,23,66,34,20,55,104
CCOC(=O)c1cc(C(=O)c2ccc(Br)cc2)n2ccc3ccccc3c12,111,83,118,96,93,102,101,97,105
Cc1ccc(S(=O)(=O)CCCCl)cc1,104,97,106,102,100,101,101,111,99
CCCc1cc(=O)oc2c(C(=O)CC(C)COC(=O)/C=C/c3ccccc3)c(O)c(CC=C(C)C)c(O)c12 (stereo not drawn),106,97,99,116,101,107,106,107,92
NC(=S)NN=C1CCCCCCCCCC1,120,83,97,80,93,83,100,97,97

# An excerpt of these results, with each value named:
CCCc1cc(=O)oc2c(C(=O)CC(C)COC(=O)/C=C/c3ccccc3)c(O)c(CC=C(C)C)c(O)c12 (stereo not drawn)
  COLO 205: 106
  NCI-H522: 97
  NCI-H460: 99
  IGROV1: 116
  NCI-H23: 101
  NCI-H322M: 107
  KM12: 106
  NCI/ADR-RES: 107
  NCI-H226: 92

CCn1cc(C(=O)O)c(=O)c2cnc(N3CCCC3)nc21
  COLO 205: 111
  NCI-H522: 101
  NCI-H460: 110
  IGROV1: 103
  NCI-H23: 105
  NCI-H322M: 97
  KM12: 108
  NCI/ADR-RES: 102
  NCI-H226: 95

COC(=O)[C@@H](Cc1ccc(O)cc1)n1cc(COC(=O)c2cccc3c(=O)c4ccccc4[nH]c23)nn1
  COLO 205: 108
  NCI-H522: 84
  NCI-H460: 97
  IGROV1: 94
  NCI-H23: 81
  NCI-H322M: 90
  KM12: 98
  NCI/ADR-RES: 92
  NCI-H226: 94

CCCCN(CCCC)CCCO
  COLO 205: 105
  NCI-H522: ·
  NCI-H460: 109
  IGROV1: 125
  NCI-H23: 104
  NCI-H322M: 136
  KM12: 104
  NCI/ADR-RES: 105
  NCI-H226: 104

# (cont.)
smiles,COLO 205,NCI-H522,NCI-H460,IGROV1,NCI-H23,NCI-H322M,KM12,NCI/ADR-RES,NCI-H226
COc1cc(C(=O)/C=C/c2c(C)n([O-])c3ccc(C)cc3[n+]2=O)cc(OC)c1OC,-37*,-82*,88,74,42,98,35,81,73
CCCCn1c(SCC(=O)Nc2ccc(S(=O)(=O)Nc3ccc(Cl)nn3)cc2)nc2ccccc2c1=O,98,87,100,85,92,88,97,97,90
O=C1c2ccccc2-c2c1c1c(=O)[nH]c3ccccc3c1n2Cc1ccccc1,74,35,59,71,63,58,71,68,30
CN(c1ccccc1)S(=O)(=O)c1ccccc1,109,117,111,108,116,112,103,120,103
C#CC(C)OCC1CNC(=S)O1 (stereo not drawn),118,94,98,114,99,102,108,105,·
COc1ccc(-c2cc(-c3c[nH]c4ccccc34)nc(N)c2C#N)cc1,90,35,21,62,·,79,26,51,79
N#CCc1ccc(N=Nc2c(N)nc(N)[nH]c2=O)cc1,101,92,113,85,95,91,107,103,89
CCN(CC)CCC(CNc1c(C)cnc2cc(Cl)ccc12)c1ccc(OC)cc1 (stereo not drawn),77,97,68,86,80,94,92,81,95
CN(C)c1ccc(/C=C2\CCc3ccccc3C2=O)cc1Br,·,82,102,92,89,101,99,94,98
CS(=O)(=O)c1ccc(C(=O)N/N=C/c2ccc(O)cc2)cc1,123,88,110,113,103,104,98,111,93
CCOC(=O)c1cc(CC)sc1N,106,·,102,108,103,101,100,103,101
N#CC(C#N)N=Nc1ccc(Cl)cc1Cl,67,39,105,89,86,107,101,103,98
COc1cc2c(c(OC)c1)C1c3ccccc3NC(=O)N1CC2 (stereo not drawn),16,40,11,60,24,35,26,1.9*,52
O=C1C(Sc2ccccc2)=C(Cl)CN1Cc1ccccc1,121,101,107,103,108,97,101,102,101
COC(=O)CCCc1ccc(CCCC(=O)OC)cc1,117,92,102,107,96,·,101,105,101
C=CCN1C=CC(=O)[C@H](O[Si](C)(C)C(C)(C)C)[C@@H]1/C=C/c1ccccc1,-64*[100 µM],-39*[100 µM],-49*[100 µM],-56*[100 µM],-72*[100 µM],-59*[100 µM],-72*[100 µM],-75*[100 µM],-65*[100 µM]
O=C(COc1cccc(/C=C2\Oc3ccccc3C2=O)c1)c1ccc([N+](=O)[O-])cc1,107,57,96,·,80,115,110,79,86
CC(Cc1ccccc1)NN(CS(=O)(=O)O)CS(=O)(=O)O (stereo not drawn),102,93,105,104,91,105,99,99,105
CC(C(=O)O)c1ccc2c(c1)[nH]c1ccc(Cl)cc12 (stereo not drawn),116,96,111,112,105,106,116,109,103
O=c1n(CCO)c(=O)n(CCO)c(=O)n1CCO,118[100 µM],94[100 µM],111[100 µM],104[100 µM],107[100 µM],100[100 µM],103[100 µM],116[100 µM],91[100 µM]
N#Cc1c(N2CCNCC2)nc2sc3cc(Cl)ccc3n2c1=N,·,95,103,86,96,116,90,103,89
O=c1nc(SCc2cc(F)cc(C(F)(F)F)c2)nc(SCc2ccc3sccc3c2)[nH]1,105,89,100,86,·,99,94,97,84
F[C@@H]1CCO[C@H](c2ccc3ccccc3c2)C1,115,88,104,92,95,91,109,104,97
N=C(N)SCC(=O)c1ccccc1,113,77,110,99,97,110,105,105,94
CC/C(=C(/c1ccc(O)cc1)c1ccc(OCCN(C)C(=O)CCOCCNC(=O)Cc2ccc3c(c2)CN([C@@H]2CCC(=O)NC2=O)C3=O)cc1)c1ccccc1,62,91,103,30,93,67,67,100,47
COC(=O)CC[C@@H]1C(C)=CC(=O)[C@@]2(F)[C@H]1CCC1=CC(=O)C=C[C@@]12C,104,86,115,104,108,105,119,113,101
COC(=O)C1(C)CCc2c(ccc3ccc(OC)cc23)C1=O (stereo not drawn),104,86,105,99,101,102,90,97,86
c1ccc(CN2CCC(N3CCCC3)CC2)cc1,106,96,109,106,106,93,109,107,101
O=C(CC(CC(=O)c1ccccc1)c1ccco1)c1ccccc1,111&112,72&83,101&88,97&92,91&97,98&93,95&91,77&84,94
Cc1cc2c(c(=O)o1)C(c1ccc(OC(=O)N3CCOCC3)cc1)C(C#N)=C(N)O2 (stereo not drawn),118,99,107,107,97,93,105,105,104

# Single records, from the list above. Order of screens: COLO 205, NCI-H522, NCI-H460, IGROV1, NCI-H23, NCI-H322M, KM12, NCI/ADR-RES, NCI-H226
# O=C1C(Sc2ccccc2)=C(Cl)CN1Cc1ccccc1 as listed: 121, 101, 107, 103, 108, 97, 101, 102, 101
# Cc1cc2c(c(=O)o1)C(c1ccc(OC(=O)N3CCOCC3)cc1)C(C#N)=C(N)O2 (stereo not drawn) as listed: 118, 99, 107, 107, 97, 93, 105, 105, 104

# (further entries)
smiles,COLO 205,NCI-H522,NCI-H460,IGROV1,NCI-H23,NCI-H322M,KM12,NCI/ADR-RES,NCI-H226
O=C(O)c1ccc(C2CCC(O)CC2)cc1 (stereo not drawn),101,101,105,·,98,115,104,103,97
COc1ccc(C2=NN(C(N)=S)C(c3ccc(Cl)cc3)C2)cc1S(N)(=O)=O (stereo not drawn),113,93,105,108,103,113,101,106,96
COc1ccc(C2=NN(c3ccc(S(N)(=O)=O)cc3)C(c3cn(-c4ccccc4)nc3-c3ccc(C)cc3)C2)cc1OC (stereo not drawn),102,95,99,113,95,89,83,88,101
Cc1ccc2c(c1)[C@](O)(C(C)C)CC[C@]2(C)O,109,83,109,·,91,98,105,100,96
C#CC1(NC(=S)Nc2cccc(OC)c2)CCCCC1,101,80,105,104,97,94,91,108,99
CSc1nc2nc3c(c(-c4ccc(Cl)cc4)c2c(=O)[nH]1)CCC/C3=C\c1ccc(Cl)cc1,·,94,113,·,101,·,111,102,107
COc1cc(NC(=O)Nc2cccc(-c3cc(=O)c4c(OC)c(OC)c(OC)cc4o3)c2)cc(OC)c1OC,58,40,32,34,35,64,39,82,50
O=c1nc2c(-c3nc(-c4ccc(Cl)cc4)no3)n[nH]n2c2sc3c(c12)CCCC3,117,99,104,104,·,103,109,112,98
COC(=O)[C@H](Cc1ccccc1)NC(=O)[C@@H]1CCCN1C(=O)CNC(=O)[C@H](CCSC)NC(=O)OCc1ccccc1,112,107,105,109,102,109,105,103,101
Nc1nnc(CSc2nnc3sc4ccccc4n23)s1,102,105,104,103,100,104,104,107,101
CCOc1ccccc1Nc1cc(Cl)nc(N)n1,118,91,105,97,94,93,101,95,97
CCOc1ccccc1N=C1NC(=O)CS1,112,95,104,108,105,108,103,103,107
CCOC(=O)c1nc(-c2ccc(C)cc2)oc1Sc1ccc(Br)cc1,114,71,109,103,98,103,107,99,98
CNc1ccc(NC)c2c1C(=O)c1ccccc1C2=O,108,97,91,69,70,84,64,88,79
COc1ccc(S(=O)(=O)NCCNc2nccc(-c3c(-c4cccc(F)c4)nc4sccn34)n2)cc1,22,48,29,15,56,63,18,30,28
C1CNCCNC1,106,·,100,98,96,98,104,102,99
Nc1ccc(O)c2ccccc12,97,85,100,74,75,96,87,89,88
O=C1CCc2c(sc3[nH]c(=S)n(Cc4ccc(Cl)cc4)c(=O)c23)C1,-68*,-19*,5.0*,23,-13*,11,-46*,-1.0*,-8.6*
COC(=O)/C(=C\c1ccc(O)c(O)c1O)c1nc(C#N)c(NCCO)o1,112,63,23,47,50,87,48,55,88
c1cc(CSc2ncnc3nc[nH]c23)ccn1,111,100,105,107,92,102,98,92,97
O=C(/C=C/c1ccc(Cl)cc1)Nc1ncc(Cc2ccc(Br)cc2)s1,72,77,36,88,90,75,28,78,83
Cc1cccc2c1C[C@@]1(C2=O)C(c2ccccc2)=NOS1=O (stereo partly drawn),111,89,108,64,89,82,99,91,75
N#Cc1ccc(/C=C/C(=O)c2ccccc2)cc1,113&82,83,106&79,·,95&100,98&93,-48*!,96&111,107&105
Nc1c(C(=O)Nc2ccccn2)sc2nc3c(cc12)CCCCCCCC3,96,68,70,89,85,91,69,84,82
O=C1C(Cl)C(c2cccnc2)N1Nc1ncnc2ccccc12 (stereo not drawn),112,103,109,101,·,97,108,105,106
O=C1CC2(CCOCC2)Oc2cccnc21,121,97,114,110,105,101,104,110,117
Clc1ccccc1CN1CCCC1,109,90,105,106,102,100,101,100,93
COc1cc2nc(-c3ccc(Cl)cc3)cc(OCCN3CCCCC3)c2cc1OC,78,96,84,71,92,94,93,81,77
CCCC(=O)N[C@H]1C[C@H]2CC[C@@]1(C)C2(C)C,108,101,106,109,106,103,104,108,102
Cn1c(=O)c2[nH]c(N/N=C/c3ccccc3C(=O)O)nc2n(C)c1=O,135,95,109,97,111,97,107,112,112
